mHTT-CaM PPI inh: mutant huntingtin-calmodulin interaction inhibitors – biochemical, AlphaScreen, primary screen | 190,000 tested, 3.6% active | AlphaScreen His-mHTT/GST-CaM binding, luminescence | P42858 | inhibition, % at 15 µM;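 note: 0% = both proteins with DMSO and 100% = one protein alone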
Pf apPOL inh: Pf-apPOL inhibitors, biochemical, fluorescence; Recombinant Pf-apPOL, molecular beacon fluorescence, 1.5 h; AID 1794808, 2022; inhibition, % at 10 µM; 210,000 tested, 0.25% active; Plasmodium falciparum apicoplast DNA polymerase (apPOL)
An asterisk follows results filed as active; i = inactive; . = not tested or not shown; & = joins results of further samples. Cut-off read from the data, not from the text of the source: active = inhibition above about 50%; inactive = the rest. An excerpt; count on the stated rates, not on these rows.

No. | SMILES | mHTT-CaM PPI inh | Pf apPOL inh
1 | COCCNC(=O)C12CC3CC(CC(Cl)(C3)C1)C2 | -5.0 | -1.6
2 | COc1ccccc1N1CCN(C(=O)C2CCN(S(=O)(=O)c3ccc(Cl)cc3)CC2)CC1 | 29.1 | 1.2
3 | CN(C)c1ccc(/C=C(\C#N)c2nc(-c3cccc([N+](=O)[O-])c3)cs2)cc1 | 21.5 | 1.0
4 | O=C(CSc1ncn[nH]1)c1ccccc1 | -0.2 | -3.8
5 | CC1Cc2ccccc2N1C(=O)Cn1nc(-n2cccn2)ccc1=O (centres undefined) | 18.9 | -0.2
6 | COc1cccc(NC(=O)CN2CCCCC2c2nc(-c3cccc(F)c3)no2)c1 (centres undefined) | -6.6 | -2.5
7 | COc1ccc(/C=C/C(=O)Nc2ncc(Cc3ccc(Br)cc3)s2)cc1 | 5.0 | 3.6
8 | COc1ccc(CNC2CCN(c3ccc(C(=O)Nc4ccc(F)cc4)cn3)C2)cc1 (centres undefined) | 1.3 | 5.4
9 | Cc1ccc(C(=O)NCCC2CCN(C(=O)Nc3cccc(Cl)c3)CC2)cc1 | -7.1 | 9.7
10 | Cc1oc(C2CCN(C(=O)Nc3cccc(C(F)(F)F)c3)CC2)nc1C(=O)N(C)C | 13.9 | -3.4
11 | O=C1C2C3c4ccccc4C(C(=O)O)(c4ccccc43)C2C(=O)N1c1ccc(Br)cc1 (centres undefined) | 1.0 | -3.2
12 | CCOCCCNC(=O)c1ccc2c(c1)ncn2-c1ccc(F)c(F)c1 | 6.0 | -2.9
13 | O=C(NC1CCCC1)C1CCc2sc(C(=O)N3CCCCC3)cc2C1 (centres undefined) | 3.0 | -5.0
14 | O=C(c1cc(Cl)ccc1F)N1CCC2(CC1)NC(=O)N(Cc1ccccc1)C2=O | 11.9 | -10.6
15 | CC1(C)CC2(CC(C)(C)N1)OC(=O)N(CCCO)C2(C)O (centres undefined) | -6.3&0.0 | 14.8
16 | N#CC1=C(N2CCOCC2)c2cc3c(n2C1=N)CCCC3 | -4.3 | .
17 | Oc1ccccc1-c1cc(-c2ccc(Br)cc2)n[nH]1 | 35.3 | -3.4
18 | Cc1ccc2c(c1)N(c1cccc(Br)c1)C=C(C#N)S2(=O)=O | -1.2 | -3.3
19 | O=C(c1ccccc1)N1CCCC2(CC(c3cccc(Cl)c3)=CO2)C1 (centres undefined) | 96.5* | -4.7
20 | CCc1cccc(NC(=O)N2CC=C(c3cn(C(C)C)c4ncccc34)CC2)c1 | 11.7 | -4.7
21 | Cc1ccc(-n2nnc(C(=O)NCCC(C)C)c2-c2cccnc2)cc1 | -2.1 | 2.2
22 | Cc1sc2ncnc(Cl)c2c1C | -7.9 | .
23 | Cc1cc(OCC(=O)O/N=C(\N)c2ccncc2)ccc1Br | i | -1.4
24 | O=S(=O)(Nc1ccc(F)cc1Br)c1ccccc1 | -7.2 | -5.7
25 | CCc1cccc(C)c1NC(=O)CSc1nccnc1N1CCCC(C)C1 (centres undefined) | -20.2 | -4.0
26 | CCOc1ccccc1N1C(=O)C2C3c4ccccc4C(C)(c4ccccc43)C2C1=O (centres undefined) | 10.0 | -0.5
27 | COC(=O)[C@H](CC(C)C)N(Cc1cn(Cc2ccccc2)nn1)S(=O)(=O)c1ccc(F)cc1Br | -3.0 | -1.1
28 | COc1ccc(/C=C(/NC(=O)c2ccco2)C(=O)N2CCOCC2)cc1 | 2.4 | 4.0
29 | COCCN1CCN(C(=O)C2CCN(c3ccc(Cl)c(C)c3)C2=O)CC1 (centres undefined) | 16.7 | 0.4
30 | O=S(=O)(Nc1cccc(I)c1)c1ccccc1 | -16.9 | 1.6
31 | CC(O)(CNS(=O)(=O)c1ccccc1F)c1ccco1 (centres undefined) | -13.2 | -2.4
32 | O=S(=O)(NCCc1ccccc1)c1ccc(I)cc1 | -20.2 | 0.4
33 | CS(=O)(=O)N(CC(=O)NCc1cccnc1)c1ccc(I)cc1 | -2.4 | -9.5
34 | Cc1cnc(NC(=O)c2nccnc2C(=O)O)c(C)n1 | . | 17.8
35 | O=C1CC(Sc2nc(-c3ccc4c(c3)OCO4)cc(C(F)(F)F)n2)C2COC1O2 (centres undefined) | 41.0 | -1.6
36 | CCc1ccc(CN2CCC(N3CCCC(C)C3)CC2)cc1 (centres undefined) | -0.5 | -8.2
37 | CCOC(=O)c1cc2ccc(O)cc2oc1=O | -4.7 | 1.2
38 | Cc1cccc(-c2nc3cc(N)ccc3o2)c1 | 0.1 | -6.6
39 | O=C(COc1ccc(F)cc1)Nc1nnc(C2CC(=O)N(c3ccc(F)cc3)C2)o1 (centres undefined) | 67.7* | -1.8
40 | COC(=O)CC(=NNC(=O)CCc1nc(-c2ccc(Cl)cc2)no1)C(=O)OC | . | -10.9
41 | CSc1ccccc1NC(=O)CN1CCN(c2ccc3c(c2)OCCO3)C1=O | -8.4 | -12.3
42 | Cc1nc(-c2ccc(F)cc2)sc1C(=O)N1CCC(CC(=O)NC2CCCCC2)CC1 | 31.3 | 0.9
43 | CSc1sc(C)cc1C1C(C#N)=C(N)N(c2ccccc2F)C2=C1C(=O)CCC2 (centres undefined) | 30.0 | -4.1
44 | COc1ccc(NC(=O)N2CC(C)Oc3ccc(Cl)cc32)cc1 (centres undefined) | -1.5 | -4.1
45 | CCCOc1cccc(C(=O)Nc2ccc(-c3nc4ccccc4[nH]3)cc2)c1 | 13.0 | -3.1
46 | CCn1cc2c3c(cccc31)CN(C(=O)NC(C)C)CC2 | -4.9 | -5.5
47 | COc1ccc(-n2c(-c3ccco3)n[nH]c2=S)cc1 | . | -6.4
48 | CCOc1ccccc1N1CCN(C(=O)c2c(-c3ccccc3Cl)noc2C)CC1 | 2.9 | -0.3
49 | COc1ccc2c(c1)S/C(=C\C(=O)c1ccncc1)N2C | 19.0&12.1 | -0.3&2.5
50 | O=C(O)CCNc1n[nH]c(=O)[nH]c1=O | -4.0 | .
51 | O=C(NCc1cccnc1)/C(=C\c1cccc(F)c1)NC(=O)c1ccccc1Br | 1.0 | -3.9
52 | Cn1cnc2c(cnn2-c2ccccc2)c1=O | . | -6.9
53 | COc1ccc(N=C2NC(=O)CC(C(=O)Nc3cc(C(F)(F)F)ccc3Cl)S2)cc1 (centres undefined) | 78.0* | -10.9
54 | CCOc1ccc2c(=O)c(-c3ccccc3)c(C(F)(F)F)oc2c1 | -3.0 | -4.4
55 | COc1ccc(O)c(C2=NC3(CCN(C(C)C)CC3)NC(c3ccccc3O)C2)c1 (centres undefined) | 29.2 | -2.1
56 | CCC1(C)Cc2c(sc3nc(SCC(=O)O)n(-c4ccccc4)c(=O)c23)CO1 (centres undefined) | 3.0 | -11.0

More records follow.
No. | SMILES | mHTT-CaM PPI inh | Pf apPOL inh
57 | CCN(C)C(=O)C(C1CCCC1)N1CCN(C(=O)Nc2cccc(Cl)c2)CC1 (centres undefined) | 0.7 | -7.7
58 | CCCCC(=O)N1CCc2nc3cc(-c4ccccc4Cl)[nH]n3c(=O)c2C1 | -2.0 | -1.8
59 | Cc1nn(S(=O)(=O)c2cc(C(F)(F)F)cc(C(F)(F)F)c2)cc1-c1nsc(Nc2ccccc2)n1 | . | -4.1
60 | O=C(c1ccc(N2CCNC(c3ccccc3)C2)nc1)N1CCN(c2ncccn2)CC1 (centres undefined) | 10.5 | -6.4
61 | CCCCC(=O)Nc1c(C)cc(C)cc1Cl | -7.8 | -5.2
62 | O=C(NCc1ccc(Cl)c(Cl)c1)c1ccc(Br)o1 | -8.0 | -8.2
63 | Cc1ccccc1-c1csc2c(=O)n(CCC(C)C)cnc12 | -32.4 | -0.3
64 | COc1ccc(CC(=O)N2CCCC2c2cccc(F)c2)cc1OC (centres undefined) | 14.7 | -3.6
65 | COc1ccc(S(=O)(=O)N2CCC(c3noc(-c4cccc(C)c4)n3)CC2)cc1Cl | -4.0 | -3.4
66 | CC(=O)N1CCCC(COc2ccc(C(=O)N3CCCC3)cc2)C1 (centres undefined) | 1.3 | 13.1
67 | CC(NC(=O)c1ccc(-c2cccs2)nc1)c1ccccc1 (centres undefined) | -8.8 | -2.9
68 | COc1ccc(CN2CCN(c3ccccn3)CC2)cc1O | -5.7 | -1.0
69 | COc1ccc(CN2CCc3nc(Nc4ccccc4F)ncc3C2)cc1 | -3.8 | -1.5
70 | CC(C)N(C[C@@H]1CSCCS(=O)(=O)N1)C1CCCCC1 | -3.5 | -1.5
71 | O=C(CC1CCN(C(=O)C2CCCCC2)CC1)NCc1ccc(Cl)cc1 | -1.6 | -4.4
72 | O=C(Cn1c(C(F)(F)F)nc2ccccc21)NCc1ccco1 | 1.0 | -0.8

An excerpt of these results, with each value named.
65) COc1ccc(S(=O)(=O)N2CCC(c3noc(-c4cccc(C)c4)n3)CC2)cc1Cl
  mHTT-CaM PPI inh: -4.0
  Pf apPOL inh: -3.4
66) CC(=O)N1CCCC(COc2ccc(C(=O)N3CCCC3)cc2)C1 (centres undefined)
  mHTT-CaM PPI inh: 1.3
  Pf apPOL inh: 13.1
67) CC(NC(=O)c1ccc(-c2cccs2)nc1)c1ccccc1 (centres undefined)
  mHTT-CaM PPI inh: -8.8
  Pf apPOL inh: -2.9
68) COc1ccc(CN2CCN(c3ccccn3)CC2)cc1O
  mHTT-CaM PPI inh: -5.7
  Pf apPOL inh: -1.0

Following part:
No. | SMILES | mHTT-CaM PPI inh | Pf apPOL inh
73 | COc1nsc2cc([N+](=O)[O-])cc(N=P(OC)(OC)OC)c12 | 0.0 | -3.1
74 | CSC1=N/C(=C\c2cc3c(cc2Br)OCO3)C(=O)S1 | -2.0 | -2.6
75 | CC(C)=CC1C(CN)C1(C)C (centres undefined) | 96.0* | -5.1
76 | Nc1cc(C2CCN(C(=O)Nc3ccc(Br)cc3F)CC2)no1 | -11.1 | 32.5
77 | O=C(O)c1ccc(C(=O)O)c(-c2nc3ccccc3s2)c1 | -4.0 | -2.9
78 | CC1CCN(CCCNC(=O)C2CCc3sc(C(=O)N4CCCC4)cc3C2)CC1 (centres undefined) | -1.8 | -3.4
79 | O=C(Cc1ccc(F)cc1)Nc1cccc(CCc2ccccn2)c1 | 6.3 | -7.0
80 | Cc1ccc(-n2nc3c(c2NC(=O)/C=C/c2ccc4c(c2)OCO4)CS(=O)(=O)C3)c(C)c1 | 7.0 | -1.1
81 | O=C(Cc1ccc(Cl)cc1)N1CCN(c2ccc(C(F)(F)F)cc2[N+](=O)[O-])CC1 | 45.0 | -1.7
82 | COc1ccc(-n2ncc3c2CCCC3=O)cc1 | -9.3 | -5.7
83 | COc1cc(-c2nc(C=Nc3ccc(F)cc3)c(O)o2)cc(OC)c1OC | 19.0 | 3.9
84 | CC(=O)Nc1ccc(-c2noc(C3CCN(C(=O)C(C)Oc4ccccc4)CC3)n2)cc1 (centres undefined) | 14.8 | -4.3
85 | CC(=O)Nc1ccc(-c2nc3ccccc3c(=O)[nH]2)cc1 | . | 3.0
86 | O=C(C1CCN(c2cncnc2N2CCOCC2)CC1)N1CCOCC1 | -4.7 | -0.4
87 | COc1ccccc1CNC(=O)CCS(=O)(=O)c1ccc(Br)s1 | -4.0 | 1.8
88 | Cc1ccc2c(c1)N(Cc1nc(-c3ccc(Br)cc3)no1)C(=O)CO2 | -15.1 | -4.3

Pulled by compound from the entries so far, 5 records:
No. | SMILES | mHTT-CaM PPI inh | Pf apPOL inh
88 | Cc1ccc2c(c1)N(Cc1nc(-c3ccc(Br)cc3)no1)C(=O)CO2 | -15.1 | -4.3
83 | COc1cc(-c2nc(C=Nc3ccc(F)cc3)c(O)o2)cc(OC)c1OC | 19.0 | 3.9
84 | CC(=O)Nc1ccc(-c2noc(C3CCN(C(=O)C(C)Oc4ccccc4)CC3)n2)cc1 (centres undefined) | 14.8 | -4.3
82 | COc1ccc(-n2ncc3c2CCCC3=O)cc1 | -9.3 | -5.7
87 | COc1ccccc1CNC(=O)CCS(=O)(=O)c1ccc(Br)s1 | -4.0 | 1.8

Next part:
No. | SMILES | mHTT-CaM PPI inh | Pf apPOL inh
89 | CC1CCN(c2ncc3c(n2)CCN(Cc2cccc(F)c2F)C3)CC1 | 74.4* | -3.3
90 | COc1ccc(N(CC(=O)NC(C)C)S(=O)(=O)c2ccc(C)c([N+](=O)[O-])c2)cc1 | 3.5 | -1.5
91 | Cc1ccc(-c2nc(-c3ccc4nnc(C)n4c3)no2)cc1F | 3.8 | -3.2
92 | CCCCN(C)C(=O)C1CCN(c2cnn(Cc3ccccc3)c(=O)c2)CC1 | 0.4 | -5.5
93 | Cc1cn2c(=O)c(C(=O)Nc3ccc4c(c3)OCCO4)cnc2s1 | 11.1 | 2.8
94 | CCCCCOc1ccc(N2C(=O)CSC23C(=O)Nc2ccccc23)cc1 (centres undefined) | 9.0 | -1.2
95 | NNc1nc2sc3c(c2c(=O)n1Cc1ccccc1)CCC3 | 42.6 | -7.8
96 | CCC(C)Oc1ccc(/C=C2\NC(=O)N(CC(=O)Nc3cccc(C)c3)C2=O)cc1 (centres undefined) | 6.0 | 0.8
97 | Cc1ccc2oc(-c3cccc(NC(=O)c4ccccc4F)c3C)nc2c1 | -1.4 | -2.2
98 | COc1ccc(Br)cc1C1=N/C(=C/C=C/c2ccccc2)C(=O)O1 | 46.0 | -2.0
99 | O=C1CC(Cc2ccccc2)C(=O)N1CC1CCCO1 (centres undefined) | -1.2 | 5.0
100 | Cc1ccc(CNC(=O)CN2CCc3ccccc3C2C(=O)N2CCC(C)CC2)cc1C (centres undefined) | -1.0 | -1.1
101 | O=C(C1CCCN(c2nccnc2Oc2ccccc2)C1)N1CCC2(CC1)OCCO2 (centres undefined) | 1.1 | -6.2
102 | CCc1nc2c(NC(=O)c3cccs3)cccn2n1 | 0.9 | -6.4
103 | Cc1cccn2c(=O)c(C=NCc3ccccc3)c(Nc3ccc(Cl)cc3)nc12 | 2.0 | 3.2
104 | COc1ccc(-n2ncc3c(NCc4cccnc4)ncnc32)cc1 | 14.0 | -6.9
105 | CC(/C=C1\N=C(c2ccccc2Cl)OC1=O)=C\c1ccccc1 | 4.0 | -2.6
106 | O=C(NCc1cccnc1-c1ccccc1)c1cccs1 | -10.9 | -11.6

Screens: PubChem, University of Kansas High Throughput Screening Laboratory
